Screens (PubChem BioAssay)
rTrxR1 inhibitor = inhibitors of rat thioredoxin reductase 1; recombinant rTrxR1, NADPH fluorescence consumption, selenite substrate; Potency, µM (top dose mostly 114 µM), for the others: at the top dose activity change, negative = inhibition, hits mostly inhibitors; actives 1% (n = 390,000); AID 588453; further: potency means the concentration at half of the fitted maximal effect; on the % scale 0 is the no-effect control and ±100 the full control effect; nearly all actives have a fitted effect of over 65% in size
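Rat TrxR1 (90 nM in the dispensed reagent) was pre-reduced with 400 uM NADPH for 5 min at room temperature, then incubated with compound for 15 min. After 400 uM selenite was added, NADPH fluorescence (Ex 340/Em 450 nm) was followed for 8 min.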
TRHR agonist = TRH receptor (human) agonism. P34981. AID 493084. TRHR cells, calcium flux fluo-8, FDSS agonist mode. actives 0.18% (n = 360,000). activation, % at 2 µM; in the data active means activation above about 30%; further: 0% is about no effect
Target sequence (P34981 whole entry, looked up): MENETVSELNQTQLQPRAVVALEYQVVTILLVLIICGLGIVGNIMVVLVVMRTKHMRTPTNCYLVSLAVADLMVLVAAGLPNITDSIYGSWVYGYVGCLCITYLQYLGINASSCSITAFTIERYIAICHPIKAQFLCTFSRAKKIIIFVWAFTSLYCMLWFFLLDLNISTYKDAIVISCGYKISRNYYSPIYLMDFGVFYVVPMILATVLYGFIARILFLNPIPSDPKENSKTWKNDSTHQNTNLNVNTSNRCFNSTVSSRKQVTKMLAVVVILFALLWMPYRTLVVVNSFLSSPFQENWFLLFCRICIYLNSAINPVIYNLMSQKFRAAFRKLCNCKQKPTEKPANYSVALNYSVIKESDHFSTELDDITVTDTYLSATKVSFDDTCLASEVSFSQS
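Fluo-8-loaded TRHR cells; 10 s baseline, compound added, kinetic Ca2+ fluorescence read 1/s, agonist mode.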
D2 ag = agonists of human D2 dopamine receptor; HEK293 T-REx D2 cells, calcium flux agonist mode; activation, % at 2 µM; AID 485358; P14416; actives 0.53% (n = 340,000);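 active means activation over 3 SD above normal in the single-dose calcium agonist read, cut at about 30% in these data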; further: 0% is about no effect
Target sequence (P14416 whole entry, looked up): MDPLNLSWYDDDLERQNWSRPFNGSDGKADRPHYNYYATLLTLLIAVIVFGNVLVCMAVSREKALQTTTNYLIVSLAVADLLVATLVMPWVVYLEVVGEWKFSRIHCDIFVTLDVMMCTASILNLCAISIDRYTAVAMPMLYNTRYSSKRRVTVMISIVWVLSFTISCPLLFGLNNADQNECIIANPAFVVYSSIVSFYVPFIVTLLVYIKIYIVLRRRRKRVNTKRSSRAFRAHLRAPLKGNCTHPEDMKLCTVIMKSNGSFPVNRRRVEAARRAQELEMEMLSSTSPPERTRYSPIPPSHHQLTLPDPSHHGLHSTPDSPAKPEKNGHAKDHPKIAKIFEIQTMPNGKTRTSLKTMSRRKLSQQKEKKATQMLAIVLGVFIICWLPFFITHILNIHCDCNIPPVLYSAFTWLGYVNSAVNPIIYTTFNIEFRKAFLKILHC
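Tetracycline-induced HEK293 Trex cells with D2 receptor force-coupled to calcium signaling, plated overnight at 30 C and loaded with no-wash calcium dye. Calcium flux read kinetically for 180 s after compound addition; responses flag agonists.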
TRHR PAM = allosterically enhances the human TRH receptor; P34981; enhancement, % at 2 µM; actives 0.66% (n = 360,000); AID 493056; TRHR cells, fluo-8 calcium fluorescence, EC20 TRH enhancement; in the data active means enhancement above about 30%; further: 0% is about no effect
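Enhancer read-out: after compound pinning and an initial kinetic agonist-mode read, an EC20 of TRH (10 nM final) was injected and fluo-8 calcium signal (Ex 480/Em 530) followed at 1 s/cycle for 100 cycles in TRHR-expressing cells.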
mIDH1 inhibitor = blocks human mutant IDH1 R132H enzyme | O75874 | IDH1-R132H enzyme, NADPH consumption, diaphorase/resazurin fluorescence | Potency, µM (highest dose often 76.6 µM), for the others: at the highest dose activity change, negative = inhibition, usual class: inhibitors | actives 0.093% (n = 390,000) | AID 602179; further: potency means the concentration at half of the fitted maximal effect; on the % scale 0 is the no-effect control and ±100 the full control effect; nearly all actives have a fitted effect of over 65% in size
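IDH1-R132H (0.5 ug/mL dispensed) in pH 7.5 Tris buffer was preincubated 30 min with compound, then given a substrate mix of 0.016 mM NADPH and 2 mM alpha-KG for 80 min at room temperature; remaining NADPH was read by diaphorase/resazurin fluorescence.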
Pin1 inhibitor = inhibitors of human Pin1. Q13526. Pin1 FP peptide displacement, HiFluor488, 10 min. Potency, µM (titrated, usually from 115 µM), without a hit: at the top dose activity, negative = inhibition, actives largely listed as inhibitors. actives 0.009% (n = 390,000). AID 504891; active means well fitted inhibition curve with a large enough effect in the polarisation, with a control signal flat, not every such curve was filed as active; inconclusive means small, poorly fitted or top-dose-only effect, or effect the other way, or a change in a side signal; inactive means no such curve, though single readings can be large or run the other way; the % refers to the polarisation; further: potency means the concentration at half of the fitted maximal effect; on the % scale 0 is the no-effect control and ±100 the full control effect
Target sequence (Q13526 whole entry, looked up): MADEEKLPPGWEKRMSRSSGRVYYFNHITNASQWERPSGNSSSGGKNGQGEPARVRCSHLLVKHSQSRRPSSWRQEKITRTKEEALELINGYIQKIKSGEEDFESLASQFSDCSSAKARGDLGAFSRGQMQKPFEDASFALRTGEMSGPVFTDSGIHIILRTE
D2 antagonist = D2 dopamine receptor (human) antagonism. P14416. HEK293 TREx D2 cells, calcium flux, dopamine EC80. inhibition, % at 10 µM. actives 2% (n = 340,000). AID 485344; in the data active means inhibition above about 30%; further: 0% is about no effect
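Read-out: kinetic calcium fluorescence (1 cycle/s) in inducible HEK293 T-REx D2 cells after an EC80 dopamine addition that followed 180 s compound preincubation. Loss of the dopamine response indicates antagonism.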
USP1 inh = USP1/UAF1 (human) deubiquitinase inhibition; O94782; recombinant USP1/UAF1, Ub-Rhodamine cleavage fluorescence; Potency, µM (titrated, usually from 57.1 µM), inactives show at the highest dose activity change, negative = inhibition, usual class: inhibitors; actives 0.23% (n = 390,000); further: potency means the concentration at half of the fitted maximal effect; on the % scale 0 is the no-effect control and ±100 the full control effect; nearly all actives have a fitted effect of over 60% in size; inactives centre near -12
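USP1/UAF1 complex (1 nM) preincubated 15 min at room temperature with compound, then Ub-Rho substrate (150 nM final) added. Kinetic fluorescence at 480/540 nm over 6 reads at 60 s intervals; 50 mM HEPES pH 7.8, 0.5 mM EDTA, 0.1 mg/ml BSA, 1 mM TCEP, 0.01% Tween-20.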
TrxR1 substrate = substrates of rat thioredoxin reductase 1; O89049; purified TrxR1 substrate turnover, NADPH consumption readout; Potency, µM (top dose mostly 114 µM), inactives show at the top dose activity change, negative = substrate turnover; actives 0.01% (n = 390,000); further: potency means the concentration at half of the fitted maximal effect; on the % scale 0 is the no-effect control and ±100 the full control effect; nearly all actives have a fitted effect of over 50% in size
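Rat TrxR1, dispensed at 90 nM, was prereduced with 400 uM NADPH (final) for 5 min at ~22 deg C, then incubated with compound 15 min before 400 uM selenite. A first-read NADPH fluorescence drop versus no-compound background flagged substrates.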
The depositor's hits bear a star; ? = inconclusive; · = no result given; [ ] = dose if it differs, or a comment. Unless noted, the call rests on the fitted dose curve; in most records, active means well fitted inhibition curve with a large enough effect; inconclusive means small, poorly fitted or top-dose-only effect; inactive means no such curve, though single readings can be large or run the other way. A portion of the library. The share of hits here may be higher or lower than overall.

SMILES	rTrxR1 inhibitor	TRHR agonist	D2 ag	TRHR PAM	mIDH1 inhibitor	Pin1 inhibitor	D2 antagonist	USP1 inh	TrxR1 substrate
CCOc1ccc(NS(=O)(=O)c2cc(C(=O)NCCN3CCOCC3)ccc2C)cc1	6%	·	·	·	-8%	3%	·	-8%	0%
CCS(=O)(=O)Nc1ccc(C(=O)CC2(O)C(=O)Nc3ccc(Br)cc32)cc1 (stereo unspecified)	3%[57.1 µM]	-0.8	-0.9	4	-6%	5%	-7	-1%	-5%
Cc1nc(N)sc1C(=O)NN	13%[57.1 µM]	1.0	-0.3	-4	0%	0%	-21	-12%	2%[57.1 µM]
CN(CC(=O)Nc1ccccc1Br)C(=O)CNC(=O)c1cccs1	-4%	2.0	0.2	10	-10%	1%	-1	-7%	-10%
Cc1cccc(NC(=O)CSc2nnc(-c3ccncc3)n2CC2CCCO2)c1 (stereo unspecified)	11%[57.1 µM]	0.2	6.1	6	5%	2%	-16	-3%	5%[57.1 µM]
NS(=O)(=O)c1cccc(NC(=O)c2cc(=O)c3ccccc3o2)c1	13%	0.5	0.3	11	-7%	-8%	-11	-25%	5%
CCN(c1ccccc1)S(=O)(=O)c1ccc(OC)c(NC(=O)CNC)c1	15%[57.1 µM]	-0.6	1.5	1	19%	-14%	13	-11%	10%[57.1 µM]
COc1ccc(NC(=O)CSCC(=O)Nc2nnc(C)s2)cc1	-3%	-0.3	-0.8	-1	0%	-8%	-10	-8%	-2%
CCOC(=O)C1CCN(C(=O)Nc2ccccc2Cl)CC1	-3%	2.1	4.2	11	14%	-2%	-1	-10%	-2%
CNCCCOc1cc(C)cc(C)c1C	-1%[57.1 µM]	0.9	1.1	4	1%	0%	-23	-13%	1%[57.1 µM]
CCO[C@@H]1OC(C(=O)O)=C[C@H](c2coc3ccccc3c2=O)[C@H]1CCCO	-4%	0.1	-0.2	3	-4%	-3%	1	-23%	-2%
CCC(CC)C(=O)N1CCN(c2ccccc2)CC1	25%[57.1 µM]	0.7	-0.6	11	10%	0%	1	-10%	6%[57.1 µM]
C=CCc1ccccc1OCC(O)CN1C(=O)c2ccccc2C1=O (stereo unspecified)	-2%[57.1 µM]	-0.8	-0.2	-1	4%	-1%	3	-6%	4%[57.1 µM]
CCOc1cccc(C(=O)Nc2cccc(C(=O)NC(C)(C)C)c2)c1	13%[57.1 µM]	0.3	-0.6	4	4%	-4%	-1	-13%	13%[57.1 µM]
CCOC(=O)C1=c2s/c(=C\c3cccnc3)c(=O)n2C(N)=C(C(=O)OC)C1c1cccnc1 (stereo unspecified)	-3%	-0.4	3.2	-6	11%	-1%	-6	-18%	-4%
CCCCn1nnc(NC(=S)NC(=O)c2ccc(OCC)c([N+](=O)[O-])c2)n1	79µM*	-0.1	0.9	-6	3%	-9%	4	-16%	4%
O=C(CSc1ccc(/C=N/NC(=O)c2cccc(F)c2)o1)Nc1ccccc1	-2%	0.3	-0.1	2	5%	-5%	-2	?	-2%
OCCNCCCCCOc1ccc(F)cc1	6%	0.5	0.5	10	0%	33%[activator]	-20	-14%	4%
CCCc1nc2c(s1)CCc1onc(-c3cccc([N+](=O)[O-])c3)c1-2	7%[57.1 µM]	0.1	-1.1	0	-5%	-3%	-11	-31%	5%[57.1 µM]
CCOc1ccccc1NC(=O)CCS(=O)(=O)c1ccc2c(c1)CCN2C(C)=O	40%[activator][57.1 µM]	-0.9	0.0	-5	5%	-10%	8	-18%	4%[57.1 µM]

Continued; it opens with the two that closed the last part.
SMILES	rTrxR1 inhibitor	TRHR agonist	D2 ag	TRHR PAM	mIDH1 inhibitor	Pin1 inhibitor	D2 antagonist	USP1 inh	TrxR1 substrate
CCCc1nc2c(s1)CCc1onc(-c3cccc([N+](=O)[O-])c3)c1-2	7%[57.1 µM]	0.1	-1.1	0	-5%	-3%	-11	-31%	5%[57.1 µM]
CCOc1ccccc1NC(=O)CCS(=O)(=O)c1ccc2c(c1)CCN2C(C)=O	40%[activator][57.1 µM]	-0.9	0.0	-5	5%	-10%	8	-18%	4%[57.1 µM]
COc1cccc(/C=C/C(=O)OCC(=O)NCCCc2ccccc2)c1OC	9%	·	·	·	-2%	-8%	·	-13%	17%
COc1cc(-c2nc(-c3ccccc3)c(-c3cccs3)[nH]2)cc(OC)c1OC	30%	-0.5	-1.2	-2	3%	31%[activator]	5	-13%	29%
O=C(NCCc1ccc(Cl)cc1)c1ccc2c(c1)N(Cc1ccc(F)cc1)C(=O)CS2	23%[57.1 µM]	-0.1	-0.6	-2	-18%	-5%	·	-26%	3%[57.1 µM]
O=C1CN(C(=O)c2ccc(F)cc2)c2ccccc2N1	29%	-0.2	0.5	1	-1%	-1%	3	-22%	5%
CCCCCCCNc1cccc(C)c1	12%[57.1 µM]	0.8	0.0	14	1%	-2%	-7	-17%	8%[57.1 µM]
COc1cccc(NC(=O)c2cc(Cl)nnc2Cl)c1	41%[activator]	-0.4	3.6	-2	8%	-2%	2	-15%	15%
O=C(CCNC(=O)c1ccc([N+](=O)[O-])cc1)N/N=C/c1ccc(F)cc1	15%	-0.1	0.1	-1	9%	-5%	-13	-18%	8%
OC(COc1c(F)cc(Br)cc1F)CN1CCN(c2ccc(F)cc2)CC1 (stereo unspecified)	12%[57.1 µM]	3.0	59*	9	1%	5%	71*	-9%	-7%
COc1cccc(-c2nc(CS(=O)(=O)CC(=O)N3CCc4ccccc43)c(C)o2)c1	8%[57.1 µM]	-0.2	·	-18	0%	20%	·	-25%	7%[57.1 µM]
O=C(Oc1ccc2c(c1)O/C(=C\c1ccncc1)C2=O)c1cccs1	-15%	-0.4	-2.5	6	-13%	?	-14	-11%	-9%
Cc1ccc2c(c1)[C@H]1[C@H](CO2)[C@H](c2ccccc2)[C@]2(C)C(=O)Nc3cc(F)ccc3C(=O)N12	32%	·	·	·	-7%	10%	·	-18%	1%
COc1cc2cc(CNc3ccccc3)c(=O)n(CC(=O)Nc3cccc(Cl)c3C)c2cc1OC	-12%	28	3.2	0	-5%	?	·	?	4%
O=C(O)C1CCN(S(=O)(=O)c2cccs2)CC1	15%	0.5	·	2	8%	6%	·	-16%	2%
O=C1C2CC=C(Cl)CC2C(=O)N1CCCCCCN1C(=O)C2CC=C(Cl)CC2C1=O (stereo unspecified)	?	0.8	-2.1	-7	8%	·	-3	1%	10%[57.1 µM]
O=C(COC(=O)c1cc[n+]([O-])cc1)Nc1cccc(Cl)c1Cl	11%	0.4	1.8	20	14%	11%	-7	-15%	1%
O=C(O)c1cccc(S(=O)(=O)Nc2ccc3oc(=O)sc3c2)c1	4%	-0.3	-1.9	2	0%	-28%	2	-1%	1%
COc1ccc2c(c1)[nH]c1c(Cl)ncnc12	10%	-0.9	-0.8	-5	8%	2%	-6	-20%	8%
O=C(CSc1nnc(NC(=O)C2CC2)s1)Nc1ccc2c(c1)OCCO2	14%[57.1 µM]	-0.5	0.2	8	6%	-1%	-11	-15%	9%[57.1 µM]
COc1cccc(NC(=O)N2CCN(c3cccc(C)c3C)CC2)c1	26%	0.6	1.3	1	6%	-11%	-22	-25%	4%
O=C(c1cn(-c2ccccc2)nc1-c1ccc(Br)cc1)N1CCOCC1	-9%	-0.1	2.5	-2	0%	0%	0	-22%	-12%
CCN1C(=O)/C(=C/c2c(C)nn(C)c2C)SC1=S	?	0.8	1.4	1	3%	?	-10	-15%	-7%
CCOc1ccc(NC(=S)Nc2ccc(C)c([N+](=O)[O-])c2)cc1	-10%	-0.8	-0.1	-4	2%	-5%	-11	-3%	1%
c1cncc(-c2nc3cc(Cc4ccc5oc(-c6cccnc6)nc5c4)ccc3o2)c1	·	-0.1	0.5	-2	·	·	-4	·	·
O=C(CN1CCN(S(=O)(=O)c2ccc(Br)s2)CC1)NC1CCCCC1	-17%	·	·	·	2%	-6%	·	-10%	-4%
CSc1ccc(/C=C(\NC(=O)c2ccccc2)C(=O)NCCN2CCOCC2)cc1	16%[57.1 µM]	0.1	1.2	0	20%	-1%	8	-7%	2%[57.1 µM]
Cc1cc(C(=O)CSc2cccc[n+]2[O-])c(C)n1-c1ccc(OC(F)F)cc1	7%	-1.1	-1.6	12	5%	8%	-14	-20%	1%
Cc1n[nH]c(=S)n(NC(=O)/C=C/C(=O)Nn2c(=S)[nH]nc(C)c2=O)c1=O	15%[57.1 µM]	2.2	0.8	11	4%	?	1	-5%	0%
CN(CC(=O)Nc1ccccn1)S(=O)(=O)c1ccc(Cl)cc1	3%	-0.2	-0.6	9	-4%	-4%	9	1%	-1%
CCc1nc2c(cnn2-c2ccc(Cl)cc2)c(=O)n1-c1ccc2c(c1)OCCO2	-20%[11.4 µM]	0.0	-0.1	4	0%	7%	-13	-17%	0%[11.4 µM]
COc1ccc(-c2c(C#N)c(SCC(=O)c3cc4ccccc4oc3=O)nc(C)c2C(=O)Nc2ccccc2)cc1	?	0.4	0.7	2	-7%	37%[activator]	-13	-19%	-4%
C=CCOc1ccc(/C=C2\SC(=Nc3cccnc3)NC2=O)cc1	15%[11.4 µM]	2.3	3.1	3	4%	?	4	?	8%[57.1 µM]
O=C(O)c1cccc(NC(=O)c2ccc3c(c2)C(=O)N(c2ccccc2)C3=O)c1	6%[57.1 µM]	-0.2	-0.2	0	6%	0%	-5	-6%	5%[57.1 µM]
O=C(Nc1ccccc1)/C(=C/c1cccc(Br)c1)NC(=O)c1ccco1	14%[57.1 µM]	-1.6	-1.2	-5	9%	8%	-10	?	4%[57.1 µM]
Cc1cccc(C)c1NC(=O)COC(=O)CCc1ccc(S(=O)(=O)N2CCCCC2)cc1	7%	-1.0	-1.3	-1	4%	1%	4	-16%	1%

D2 antagonist, hit marks shown above.
SMILES | rTrxR1 inhibitor | TRHR agonist | TRHR PAM | mIDH1 inhibitor | Pin1 inhibitor | D2 antagonist | USP1 inh | TrxR1 substrate
OC(COc1c(F)cc(Br)cc1F)CN1CCN(c2ccc(F)cc2)CC1 (stereo unspecified) | 12%[57.1 µM] | 3.0 | 9 | 1% | 5% | 71* | -9% | -7%
